Bcl-B Bim block: inhibitors of Bim-Bcl-B binding, primary screen, biochemical, multiplexed, human Bcl-2 family. bead-based flow cytometry, Bim peptide-Bcl-B binding. inhibition, % at 10 µM. actives 0.073% (n = 190,000);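 note: 0% = tracer peptide without compound and 100% = reference inhibitor peptide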
Bfl-1 Bim block: inhibitors of Bim binding to Bfl-1, primary screen, biochemical, multiplexed, bead-based flow cytometry. Bim-Bfl-1 binding inhibition. inhibition, % at 10 µM. actives 0.12% (n = 190,000);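 note: 0% = wells without compound plus tracer and 100% = blocker peptide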
Mcl1-Bid inh: Mcl-1/Bid binding inhibitors, primary screen, biochemical, TR-FRET, 1536-well; Induced myeloid leukemia cell differentiation protein Mcl-1 (Homo sapiens), Q07820; TR-FRET Mcl-1/Bid-Dy647 peptide binding; inhibition, % at 21.7 µM; actives 0.97% (n = 220,000); AID 1021, 2008;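 active = compounds that cut the binding signal by more than half at the single screening dose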;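 note: His-tagged Mcl-1 with europium anti-His antibody binding Bid BH3 peptide; 0% = Mcl-1 plus peptide wells and 100% = peptide-only wells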
GSH fluor: compound fluorescence on glutathione beads, profiling panel, artefact control, biophysical, 488/530 nm, flow cytometry. GSH beads flow cytometry, compound fluorescence 488/530 nm; active compounds read high. fluorescence (KMESF) at 10 µM. actives 0.25% (n = 190,000). AID 1776, 2009; in the data active = fluorescence above about 89;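 note: glutathione beads carrying GST-tagged Bcl family fusion proteins plus one bare bead set; values are compound well signal with DMSO vehicle wells as background; inactives centre near 16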
RGS7-Gao reg: RGS7-Galphao binding modulators, primary screen, biochemical, multiplexed bead flow cytometry | actives lie on both sides | binding response (% of control), % at 10 µM | actives 0.35% (n = 220,000); in the data active = binding response below about 49% or above about 150%; inconclusive = no clear call, values can overlap the other calls; inactive = in between;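 note: fluorescent Galphao held in activated GDP-AlF4 state binding bead-coupled RGS7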
Target sequence (P09471 whole entry, looked up): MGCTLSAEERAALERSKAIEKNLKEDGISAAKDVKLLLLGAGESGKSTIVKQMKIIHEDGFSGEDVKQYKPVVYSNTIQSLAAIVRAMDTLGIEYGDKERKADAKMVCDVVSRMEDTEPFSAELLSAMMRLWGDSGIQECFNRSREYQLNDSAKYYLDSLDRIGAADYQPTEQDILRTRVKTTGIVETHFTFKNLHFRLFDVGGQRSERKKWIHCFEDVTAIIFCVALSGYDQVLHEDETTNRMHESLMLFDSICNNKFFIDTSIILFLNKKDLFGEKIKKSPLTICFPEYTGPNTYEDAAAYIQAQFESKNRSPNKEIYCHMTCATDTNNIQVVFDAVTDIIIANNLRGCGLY
Bcl-2 Bim block: inhibitors of Bim-Bcl-2 binding, primary screen, biochemical, multiplexed, human Bcl-2 family; Apoptosis regulator Bcl-2 (Homo sapiens), P10415; Bead-based flow cytometry, Bim peptide-Bcl-2 binding; inhibition, % at 10 µM; actives 0.06% (n = 190,000); AID 950, 2007; in the data active = inhibition above about 40%; inconclusive = no clear call, values can overlap the other calls;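 note: 0% = no compound wells with probe peptide and 100% = reference peptide inhibitor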
Target sequence (P10415 whole entry, looked up): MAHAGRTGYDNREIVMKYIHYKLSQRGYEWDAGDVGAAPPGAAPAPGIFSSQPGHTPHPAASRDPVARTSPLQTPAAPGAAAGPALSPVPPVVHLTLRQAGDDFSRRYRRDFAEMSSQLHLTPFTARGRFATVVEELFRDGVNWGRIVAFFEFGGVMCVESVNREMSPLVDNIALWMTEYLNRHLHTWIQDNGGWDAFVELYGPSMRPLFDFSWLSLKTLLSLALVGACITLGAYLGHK
RGS4-Gao reg: modulators of RGS4 binding to Galphao, primary screen, biochemical, multiplexed bead flow cytometry | Guanine nucleotide-binding protein G(o) subunit alpha (Homo sapiens), P09471 | actives lie on both sides | actives 0.33% (n = 220,000) | binding response (% of control), % at 10 µM; in the data active = binding response below about 49% or above about 150%; inactive = in between;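 note: fluorescent Galphao activated with aluminum fluoride binding bead-coupled RGS4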
Bim-Bcl-XL: inhibitors of Bim-Bcl-XL binding, primary screen, biochemical, multiplexed, bead flow cytometry, human Bcl-XL; actives 0.04% (n = 190,000); AID 1007, 2008; inhibition, % at 10 µM; Bim peptide-Bcl-XL binding, fluorescence
Target sequence (Q07817 whole entry, looked up): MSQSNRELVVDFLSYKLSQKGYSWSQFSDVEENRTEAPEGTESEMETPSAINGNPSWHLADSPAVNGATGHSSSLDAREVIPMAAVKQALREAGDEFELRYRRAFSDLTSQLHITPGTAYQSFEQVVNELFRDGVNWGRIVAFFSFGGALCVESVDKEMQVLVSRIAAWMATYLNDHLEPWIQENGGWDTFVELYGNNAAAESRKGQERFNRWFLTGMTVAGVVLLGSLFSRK
RGS8-Gao reg: RGS8-Galphao binding modulators, primary screen, biochemical, multiplexed bead flow cytometry; Guanine nucleotide-binding protein G(o) subunit alpha (Homo sapiens), P09471; actives lie on both sides; response (percent of control binding), % at 10 µM; actives 0.34% (n = 220,000); AID 1423, 2008; in the data active = response below about 60% or above about 140%; inactive = in between;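 note: Galphao activated as the GDP aluminium fluoride complex binding bead-coupled RGS8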
Bim-Mcl-1: inhibitors of Bim peptide binding to Mcl-1, primary screen, biochemical, bead-based flow cytometry, multiplex; inhibition, % at 10 µM; Induced myeloid leukemia cell differentiation protein Mcl-1 (Homo sapiens), Q07820; AID 1009, 2008; Bim peptide-Mcl-1 binding; actives 0.1% (n = 190,000);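 note: 0% = no compound tracer wells and 100% = peptide blocker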
Bcl-W Bim block: inhibitors of Bim binding to Bcl-W, primary screen, biochemical, multiplexed, bead-based flow cytometry; Bim peptide-Bcl-W binding; inhibition, % at 10 µM; actives 0.02% (n = 190,000); AID 952, 2007;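 note: 0% = bound tracer without compound and 100% = peptide blocker; higher means less fluorescent Bim peptide bound to Bcl-W beads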
Target sequence (Q92843 whole entry, looked up): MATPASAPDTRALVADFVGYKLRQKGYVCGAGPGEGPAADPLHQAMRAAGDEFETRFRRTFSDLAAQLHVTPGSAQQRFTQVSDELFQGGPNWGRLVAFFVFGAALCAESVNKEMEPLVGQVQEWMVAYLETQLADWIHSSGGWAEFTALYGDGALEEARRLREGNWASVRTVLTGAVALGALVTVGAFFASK
An asterisk follows results filed as active; ? = inconclusive. Cut-off read from the data, not from the text of the source, unless noted: active = inhibition above about 40%. Compounds as they come. Share with any hit: about 1.8%.

SMILES	Bcl-B Bim block	Bfl-1 Bim block	Mcl1-Bid inh	GSH fluor	RGS7-Gao reg	Bcl-2 Bim block	RGS4-Gao reg	Bim-Bcl-XL	RGS8-Gao reg	Bim-Mcl-1	Bcl-W Bim block
CCC(C)NC(=S)NNC(=O)c1ccc(C(C)(C)C)cc1 (stereo not drawn)	-2.0	17.0	-57.7	26	102.0	26.0	99.6	12.0	102.2	25.0	14.0
CC1(C)CC(=O)C(C=NCc2ccc3c(c2)OCO3)=C(O)C1	-4.0	-9.0	-27.6	14	103.1	-5.0	101.3	0.0	103.0	0.0	0.0
COC(=O)C1C(=O)C(C(=O)/C=C/c2ccccc2)C(=O)CC1(C)C (stereo not drawn)	-3.0	-6.0	-33.5	12	?	-4.0	101.3	-2.0	99.4	0.0	-3.0
CCC(C)(C)n1nnnc1C(c1cc2cc(C)cc(C)c2[nH]c1=O)N1CCCC1 (stereo not drawn)	-7.0	-20.0	9.4	25	96.4	-9.0	99.0	-8.0	97.1	0.0	-2.0
Cc1oc2cc([N+](=O)[O-])c(O)c([N+](=O)[O-])c2c1C(=O)c1ccc(Br)cc1	0.0	4.0	19.2	24	100.3	-2.0	100.6	-4.0	102.5	0.0	-2.0
Cc1c(Cl)c(C(F)(F)F)nn1CC(=O)N1CCSCC1	-1.0	0.0	-6.9	22	99.2	0.0	97.2	0.0	96.3	0.0	0.0
c1cnc(N2CCN(c3nc4ccccc4n4cnnc34)CC2)nc1	-8.0	-9.0	-6.2	9	97.9	-8.0	97.9	-1.0	98.8	-3.0	1.0
Cc1cccc(Oc2cc(NC(=O)Cn3cnc([N+](=O)[O-])n3)cc([N+](=O)[O-])c2)c1	-2.0	-5.0	-7.8	7	97.6	-7.0	98.7	-4.0	97.9	-3.0	-3.0
COc1ccccc1OCC(=O)NCCSCc1cccc(Cl)c1	-6.0	-13.0	-15.7	17	97.3	-5.0	97.9	-5.0	99.9	0.0	-2.0
CC(CCc1ccccc1)NC(=S)NC(=O)c1ccco1 (stereo not drawn)	-8.0	0.0	-37.5	13	97.8	-4.0	99.0	-1.0	96.7	-4.0	-2.0
FC(F)(F)c1ccc(N2CCN(c3ncnc4c3nnn4Cc3ccccc3Cl)CC2)cc1	5.0	2.0	-16.5	24	102.8	-27.0	102.3	2.0	90.7	-1.0	4.0
O=[N+]([O-])c1ccccc1Oc1cnc2ccccc2n1	0.0	-3.0	1.3	10	101.0	-1.0	101.3	2.0	102.7	-2.0	0.0

Entries of single compounds from above:
`CC(CCc1ccccc1)NC(=S)NC(=O)c1ccco1` (stereo not drawn) across the screens: Bcl-B Bim block: -8.0; Bfl-1 Bim block: 0.0; Mcl1-Bid inh: -37.5; GSH fluor: 13; RGS7-Gao reg: 97.8; Bcl-2 Bim block: -4.0; RGS4-Gao reg: 99.0; Bim-Bcl-XL: -1.0; RGS8-Gao reg: 96.7; Bim-Mcl-1: -4.0; Bcl-W Bim block: -2.0
`Cc1oc2cc([N+](=O)[O-])c(O)c([N+](=O)[O-])c2c1C(=O)c1ccc(Br)cc1` across the screens: Bcl-B Bim block: 0.0; Bfl-1 Bim block: 4.0; Mcl1-Bid inh: 19.2; GSH fluor: 24; RGS7-Gao reg: 100.3; Bcl-2 Bim block: -2.0; RGS4-Gao reg: 100.6; Bim-Bcl-XL: -4.0; RGS8-Gao reg: 102.5; Bim-Mcl-1: 0.0; Bcl-W Bim block: -2.0

(list continues)
SMILES	Bcl-B Bim block	Bfl-1 Bim block	Mcl1-Bid inh	GSH fluor	RGS7-Gao reg	Bcl-2 Bim block	RGS4-Gao reg	Bim-Bcl-XL	RGS8-Gao reg	Bim-Mcl-1	Bcl-W Bim block
Clc1nc(NCc2ccco2)nc(N2CCCCC2)n1	-4.0	-4.0	-31.0	14	?	-1.0	103.7	-1.0	102.7	-1.0	-3.0
COc1ccc(-c2nn(CC(=O)N3CCCCC3)c(=O)c3ccccc23)cc1	0.0	-1.0	-13.2	8	112.8	-1.0	105.8	-1.0	111.3	0.0	0.0
COc1ccc(C(=O)NCC(=O)OCc2ccc(F)cc2Cl)cc1OC	-5.0	0.0	-18.9	7	101.8	-2.0	100.6	-3.0	105.5	-4.0	-1.0
CC1(C)Cc2ccccc2-c2nnc(SCC(=O)N3CCc4ccccc43)n21	-5.0	-12.0	-39.4	28	95.6	-10.0	98.9	-14.0	99.5	1.0	0.0
COc1cc(NC(=O)Nc2ccc(C)cc2)cc([N+](=O)[O-])c1	-1.0	-1.0	-3.1	7	99.3	0.0	101.6	-2.0	100.9	-2.0	0.0
COC(=O)C1=C(C)N(C)C(=S)N(C)C1c1cccc(Br)c1 (stereo not drawn)	-3.0	-6.0	5.1	10	97.9	-2.0	101.9	0.0	102.0	0.0	2.0
O=c1[nH]cnc2c1ncn2[C@H]1CC[C@@H](CO)O1	-2.0	1.0	7.1	65	95.5	-1.0	101.4	-1.0	98.6	0.0	1.0
CC(/C=N/Nc1nncc(=O)[nH]1)=C\c1ccccc1	-9.0	-6.0	-20.4	11	100.7	0.0	102.6	-3.0	99.5	0.0	-5.0
O=C(Cc1ccccc1)Nc1nnc(-c2ccco2)o1	1.0	-6.0	-7.0	19	104.4	1.0	104.5	-5.0	107.6	-1.0	0.0
COc1ccc(N2CCN(C(=O)c3ccc(NS(=O)(=O)c4cccs4)cc3)CC2)cc1	-4.0	0.0	-27.2	14	105.3	0.0	103.0	0.0	101.5	-1.0	3.0
O=C(c1ccccc1)c1cc[n+]([O-])cc1	1.0	7.0	-7.2	13	96.7	6.0	95.1	6.0	93.6	8.0	2.0
Cn1nc(C(F)(F)F)c(C(=O)Nc2ccc(F)cc2F)c1Cl	-3.0	-6.0	-14.1	16	?	-4.0	101.3	-3.0	101.1	-1.0	-2.0
CC(C(=O)O)C1SC(=O)NC1=O (stereo not drawn)	-5.0	-12.0	-22.2	8	101.0	-3.0	93.2	0.0	100.0	3.0	2.0
Cc1ccc(C2c3sc(=O)[nH]c3SC3C(=O)NC(=O)C32)cc1 (stereo not drawn)	-4.0	-18.0	-33.8	21	93.8	-9.0	95.5	-3.0	97.3	0.0	0.0
FC(F)(F)c1cc(-c2ccco2)nc(NCc2ccco2)n1	-7.0	-9.0	-4.1	24	99.7	-5.0	98.6	-1.0	101.4	-6.0	-1.0
CC(Oc1ccc(Cl)cc1Cl)C(=O)NCCC1=CCCCC1 (stereo not drawn)	-7.0	-16.0	8.6	13	99.2	-10.0	98.4	-7.0	98.3	-2.0	-2.0
CC(=O)c1cccc(NC(=O)CN2C(=O)COc3ccc(Cl)cc32)c1	-5.0	-7.0	-2.4	24	99.0	-9.0	100.2	-4.0	103.0	-2.0	0.0
Cc1cc(C(F)F)n2nc(C(=O)Nc3sc4c(c3C#N)CCC4)nc2n1	-8.0	2.0	-7.7	13	101.0	2.0	98.5	-5.0	97.5	-2.0	-1.0
COc1cc(OC)c(S(=O)(=O)NC(C)C)cc1S(=O)(=O)NC(C)C	-4.0	-3.0	-52.8	14	98.7	0.0	98.0	0.0	100.3	0.0	-7.0
CN1c2ccccc2C(C)(C)C12C=Cc1cc(O)ccc1O2 (stereo not drawn)	2.0	18.0	-37.3	4	91.1	10.0	96.7	2.0	90.0	4.0	14.0
CCNC(=S)N/N=C/c1ccc(C(=O)O)cc1	-7.0	-7.0	-39.6	10	100.2	-3.0	99.7	-1.0	102.5	-1.0	-2.0
CCOC(=O)CC(NC(=O)C1c2ccccc2Oc2ccccc21)c1ccccc1Cl (stereo not drawn)	-7.0	-10.0	-3.2	13	103.6	-4.0	101.0	-3.0	109.4	-2.0	-2.0
CCCCCc1c(C)nc(Nc2ccc(F)cc2)[nH]c1=O	0.0	-1.0	-5.1	21	97.8	0.0	97.3	0.0	100.0	2.0	0.0
COC(=O)c1ccc(/C=N/NC(=O)CC(=O)NC2CCCCC2)cc1	-2.0	-4.0	-6.8	23	102.0	0.0	99.7	-4.0	101.1	1.0	0.0
Cc1cc(N2CCC(C(=O)NC3CCCCC3)CC2)nc(-c2ccccc2)n1	-8.0	-18.0	-26.8	22	99.6	-5.0	102.0	-5.0	100.7	-4.0	-4.0
O=C(CC1SC(=Nc2ccccc2)N(Cc2ccccn2)C1=O)Nc1cccc(Cl)c1 (stereo not drawn)	7.0	11.0	-42.8	8	100.6	6.0	98.8	6.0	100.3	2.0	6.0
Clc1ccccc1-c1nn2c(-c3ccccn3)nnc2s1	0.0	-11.0	6.5	18	101.7	-7.0	103.9	-1.0	99.4	2.0	3.0
CC(=O)c1ccc(OC(=O)c2ccc(-n3nc(C)cc3C)cc2)cc1	-2.0	-6.0	-9.7	13	106.0	-2.0	99.7	-4.0	99.6	-3.0	-1.0
O=C(O)C1C2C=CC(C2)C1C(=O)NCCc1ccccc1 (stereo not drawn)	-6.0	-11.0	-67.1	46	93.7	-9.0	95.8	2.0	99.4	-2.0	4.0
CC(=O)Nc1ccc2c(c1)nc(CCN1CCN(C)CC1)n2C	-5.0	-14.0	-37.9	23	96.5	-8.0	95.8	-3.0	99.9	0.0	1.0
CC1CC(C)CN(CCCNC(=O)c2csc3c2CCCC3)C1 (stereo not drawn)	-5.0	-6.0	-10.6	41	101.5	-7.0	109.3	-4.0	103.3	0.0	3.0
COCCn1c(SCC(N)=O)nc2c(c1=O)SC(C)C2 (stereo not drawn)	-4.0	-8.0	-27.6	20	97.0	-6.0	98.7	-2.0	101.6	1.0	0.0
Cc1cccc(NCC(=O)N/N=C\c2c[nH]c3ccccc23)c1	0.0	6.0	-46.0	11	90.2	1.0	97.6	0.0	100.2	-7.0	0.0
O=C(c1cccs1)N1CCC(c2nc3ccccc3s2)CC1	-6.0	0.0	-7.8	16	102.2	0.0	92.5	-2.0	92.2	-2.0	0.0
COc1ccccc1N/C(=N/S(=O)(=O)c1ccc(C)cc1)c1ccc(Cl)cc1	-10.0	-16.0	-32.1	33	99.6	-10.0	101.6	-6.0	101.3	-2.0	1.0
Cc1cccc(C)c1NC(=O)Cn1cnc2c(=O)n(C)c(=O)n(C)c21	2.0	0.0	-2.8	17	100.6	0.0	102.2	1.0	99.8	0.0	0.0
CC(C)(C)c1csc(N(CCC#N)CCC#N)n1	-5.0	-8.0	-18.7	23	98.5	-5.0	88.2	-2.0	100.6	1.0	0.0
COc1ccc(OC)c(N(CC(=O)Nc2cccc(C(F)(F)F)c2)S(C)(=O)=O)c1	-1.0	-2.0	-1.1	10	101.7	1.0	101.9	0.0	102.4	-1.0	0.0
CC(=O)Nc1ccc(S(=O)(=O)Nc2cccc3[nH]ncc23)cc1	-5.0	-6.0	-43.9	10	97.3	-1.0	100.9	-2.0	101.4	1.0	-1.0
COc1ccc(-n2cnc(N)c2C(=O)c2cccc([N+](=O)[O-])c2)cc1	-4.0	-5.0	-21.1	9	99.0	-5.0	98.5	-6.0	98.0	-3.0	-3.0
